# TROY signal inh: inhibitors of TROY-driven NF-kB signaling, primary screen, Q293 LMP1-TROYcd cells, NF-kB luciferase, uHTS; Q293 LMP1-TROYcd NF-kB luciferase reporter, 4 h; inhibition, % at 10 µM; actives 0.98% (n = 360,000);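 active = compounds whose plate-normalised and pattern-corrected inhibition of the luciferase reporter signal at the single screening dose is 50% or more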
# LRH-1 inv ag: LRH-1 (NR5A2) inverse agonists, primary screen, cell-based, luminescence, HEK293T, StAR-luciferase reporter; Nuclear receptor subfamily 5 group A member 2 (Homo sapiens), O00482; inhibition, % at 3.6 µM; LRH-1 transfected, 24 h; actives 0.13% (n = 360,000);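 active = inhibition above the mean inhibition of all tested compounds plus 3 SD, cut at about 73% in these data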;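 note: 0% = DMSO wells and 100% = reporter-only cells lacking LRH-1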
# TLR9-MyD88 inh: inhibitors of TLR9-MyD88 association in cells, primary screen, cell-based, CHO, BLA complementation, fluorescence; CCF4 FRET ratio; inhibition, % at 4.98 µM; actives 0.21% (n = 340,000);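 active = inhibition above the mean over all tested compounds plus 3 SD, cut at about 21% in these data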;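 note: 0% = DMSO only wells and 100% = clavulanate BLA inhibitor control wells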
# Exocytosis inh: LAMP-1 surface exposure blockers, TALL-104 cells – cell-based, flow cytometry, MLPCN library, primary screen; TALL-104 LAMP-1 surface exposure; cells stimulated with thapsigargin and PMA; inhibition, % at 10 µM; actives 0.66% (n = 360,000); AID 651702, 2012;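 active = inhibition above about 55%, limit read from the data; inconclusive = no clear call, values can overlap the other calls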
# NR2F2 inh: NR2F2 transcriptional activity inhibitors, primary screen, cell-based, luciferase reporter, HEK293T, luminescence; COUP transcription factor 2 (Homo sapiens), P24468; HEK293T NGFI-A luciferase reporter; inhibition, % at 8.6 µM; actives 0.7% (n = 370,000); AID 686940, 2013;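 active = inhibition above a per-plate cutoff, mean inhibition of test wells between control levels plus 3 SD, cut at about 38% in these data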;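 note: cells cotransfected with COUP-TFII expression vector driving the NGFI-A reporter; 0% = median of COUP-TF2 test wells and 100% = reporter-only cells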
# TWEAK Fn14 block: inhibitors of TWEAK-Fn14 signaling, primary screen, luciferase reporter cells, uHTS. AID 1159606, 2016. TWEAK-stimulated Fn14 reporter cells, luciferase luminescence, 8 h. inhibition, % at 10 µM. actives 2% (n = 360,000); in the data active = inhibition above about 50%
# NCOA2 inhibitor: inhibition of GAL4-SRC2 driven luciferase reporter, primary screen, SRC2 inhibitor project, cell-based, luminescence; HEK293 GAL4-SRC2 luciferase reporter; inhibition, % at 9 µM; actives 0.17% (n = 370,000); Nuclear receptor coactivator 2 (Homo sapiens), Q15596;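 active = inhibition above the mean inhibition of all tested compounds plus 3 SD, set per campaign, cut at about 52% in these data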;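 note: 0% = DMSO treated cells and 100% = cells given Gossypol at 36 µM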
# ABHD5-PLIN5 inh: ABHD5-PLIN5 interaction inhibitors, primary screen, cell lysate, split luciferase complementation, luminescence; Perilipin-5 (Homo sapiens) + 1-acylglycerol-3-phosphate O-acyltransferase ABHD5 (Homo …; Split G. princeps luciferase complementation, 4 h; inhibition, % at 4 µM; actives 0.78% (n = 360,000); AID 602281, 2012;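 active = inhibition above the mean inhibition across every tested compound plus 3 SD, cut at about 22% in these data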;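 note: 0% = DMSO only wells and the 100% control is not disclosed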
# Target sequence (Q00G26 whole entry, looked up): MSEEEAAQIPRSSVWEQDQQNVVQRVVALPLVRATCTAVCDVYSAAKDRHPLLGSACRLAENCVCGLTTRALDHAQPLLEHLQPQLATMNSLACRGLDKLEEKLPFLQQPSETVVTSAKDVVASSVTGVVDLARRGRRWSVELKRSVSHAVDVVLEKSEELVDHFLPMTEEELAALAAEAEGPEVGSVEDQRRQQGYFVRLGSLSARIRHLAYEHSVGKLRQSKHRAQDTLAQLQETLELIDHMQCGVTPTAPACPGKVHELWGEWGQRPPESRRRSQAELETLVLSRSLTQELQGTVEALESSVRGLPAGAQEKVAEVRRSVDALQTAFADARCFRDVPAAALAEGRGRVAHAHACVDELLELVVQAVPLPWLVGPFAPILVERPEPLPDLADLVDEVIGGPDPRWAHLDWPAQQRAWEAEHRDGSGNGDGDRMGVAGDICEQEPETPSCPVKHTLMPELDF
# Target sequence (Q8WTS1 whole entry, looked up): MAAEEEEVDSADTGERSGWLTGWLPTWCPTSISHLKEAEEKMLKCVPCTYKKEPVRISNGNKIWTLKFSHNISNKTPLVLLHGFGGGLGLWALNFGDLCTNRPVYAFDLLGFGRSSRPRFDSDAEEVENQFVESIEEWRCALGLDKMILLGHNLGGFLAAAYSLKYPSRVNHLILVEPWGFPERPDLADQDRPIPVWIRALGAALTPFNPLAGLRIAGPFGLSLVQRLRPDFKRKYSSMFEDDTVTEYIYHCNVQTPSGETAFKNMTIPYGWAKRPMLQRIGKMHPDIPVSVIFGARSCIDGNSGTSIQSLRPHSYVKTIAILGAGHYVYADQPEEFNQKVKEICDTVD
# NCOA1 inh: SRC1 coactivator transcriptional activity inhibitors, primary screen, cell-based, luminescence; Nuclear receptor coactivator 1 (Homo sapiens), Q15788; HEK293 GAL4-SRC1 luciferase reporter; inhibition, % at 3.6 µM; actives 0.12% (n = 360,000); AID 588354, 2011;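 active = inhibition above the campaign mean plus 3 SD, with each screening campaign given its own cutoff, cut at about 60% in these data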;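 note: 0% = DMSO treated cells and 100% = gossypol at 36 µM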
# NCOA3 inh: SRC3 coactivator transcriptional activity inhibitors, primary screen, cell-based, luminescence; actives 0.17% (n = 360,000); Nuclear receptor coactivator 3 (Homo sapiens), Q9Y6Q9; inhibition, % at 3.6 µM; HEK293 GAL4-SRC3 luciferase reporter;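 active = inhibition above a per-campaign cutoff, the mean of all compounds plus 3 SD, cut at about 60% in these data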;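 note: 0% = DMSO-treated cells and 100% = gossypol-treated cells at 36 µM; higher means less SRC3-driven luciferase light from the GAL4 reporter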
# NOD2 RIPK2 PPI: NOD2-RIPK2 binding disruptors in cells, primary screen, fluorescence, CHO cells, BLA complementation; CCF4 ratio; actives 0.38% (n = 360,000); AID 624267, 2012; inhibition, % at 4.98 µM; in the data active = inhibition above about 21%;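 note: 0% = vehicle only and 100% = reference blocker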
# * hit, by the source's call; ? = inconclusive; nt = no result given; & = joins results of further samples.
SMILES,TROY signal inh,LRH-1 inv ag,TLR9-MyD88 inh,Exocytosis inh,NR2F2 inh,TWEAK Fn14 block,NCOA2 inhibitor,ABHD5-PLIN5 inh,NCOA1 inh,NCOA3 inh,NOD2 RIPK2 PPI
O=C(Nc1ccc(Oc2ccccc2)cc1)C1CCN(c2c3c(nc4ncnn24)CCC3)CC1,51*,10,-1,1,22,79*,10,0,19,13,3
O=C(O)c1ccc(N2C(=O)CC(N3CCC(c4nc5ccccc5[nH]4)CC3)C2=O)cc1 (stereo unspecified),-3,20,0,-1,1,3,-9,4,4,9,0
CCOC(=O)N1CCN(Cc2nc(-c3cccs3)no2)CC1,-1,-21,7,-1,-18,0,-8,0,-54,-18,-8
CCCCn1c(=O)[nH]c(=O)c2c1nc(-c1cc3c(cc1Br)OCO3)n2C,-2,-6,-3,-1,21,-20,-17,-2,-5,3,-4
Cc1sc(NC(=O)CSc2ncn(-c3ccccc3)n2)nc1-c1ccccc1,19,-3,-2,2,5,11,24,1,0,12,-3
Cc1ccc(N(CC(=O)Nc2ccc3c(c2)OCCO3)S(=O)(=O)c2c(C)n[nH]c2C)cc1,-2,13,14,-2,-8,26,0,2,9,16,-2
COc1ccc(CCNC(=O)CSc2nnc3ccc(-c4cccnc4)nn23)cc1OC,29,0,-8,3,-3,5,14,2,-22,17,-14
CCC1CCCCN1CCCNC(=O)C1CCN(Cc2nc(-c3ccc(Cl)cc3)oc2C)CC1 (stereo unspecified),-51,-17,-2,10,nt,-2,nt,1,5,-5,9
Cc1ccc(Cn2c([N+](=O)[O-])cnc2C)cc1,5,-12,1,1,0,-9,22,5,4,12,-12
CC(=O)NCCOC(=O)Nc1cccnc1,23,-3,-1,-2,-12,-5,10,-13,-7,-11,-6
CC1=CCC2C(=O)N(CCc3c[nH]c4ccccc34)C(=O)C2C1 (stereo unspecified),-52,2,-7,1,-6,-20,-22,0,-36,-21,-6
O=C(NN1CCOCC1)c1ccc(Cl)cc1Cl,-23,7,-7,-7,-3,5,15,-3,-6,9,-1
Cn1c2c(c(O)c(-c3ccccc3)c1=O)C(=O)CC(C)(C)C2,-3,-9,0,-1,-6,-10,9,0,19,9,3
CCOC(=O)CNC(=O)N(C)[C@H]1C[C@H]2c3[nH]c4ccccc4c3CCN2C(=O)[C@H]1[C@H](C)O,20,-3,nt,-1,-3,1,3,3,2,13,-8
CSCCC(NC(=O)COc1ccccc1)C(=O)O (stereo unspecified),-6,-7,-1,-5,-4,3,18,-8,2,16,3
CN(C(=O)COC(=O)COc1ccccc1Cc1ccccc1)c1ccccc1,1,7,1,-6,2,2,-29,9,3,2,-3
CCOc1ccccc1NC(=O)CSc1nnc(CNC(=O)c2ccccc2F)o1,11,-13,-7,-2,17,0,-12,-2,0,-12,-1
COc1cccc(NC(=O)CNC(=O)Cn2cnc3sc4c(c3c2=O)CCCC4)c1,23,-17,-7,-2,9,-12,27,-2,-21,3,2
CCCCOc1ccc(C(=O)NCC(=O)NC2CCCCC2)cc1,-3,20,-7,-6,19,10,-5,0,-5,11,0
COCCNC(=O)COC(=O)c1cccnc1SC,-6,0,-2,-1,2,-4,-28,1,-2,-2,3
CCN(C(=O)N1CCOCC1)c1ccccc1C,-8,2,2,0,-7,-8,-17,-5,2,4,11
COC(=O)c1ccc(CNC(=O)COC(=O)C2CCC(C(C)(C)C)CC2)cc1 (stereo unspecified),-2,-12,-4,0,0,-8,-5,-2,7,8,-2
Cc1ccc(CSc2ccc(S(=O)(=O)N3CCCCC3)cn2)cc1,-7,1,5,1,-13,-24,-23,-7,0,8,2
CCOCCCNC(=O)c1[nH]c(C)c(C(C)=O)c1C,-9,7,-2,-2,-18,-8,-25,-2,-9,1,-31
CC(=O)Nc1cccc(C(=O)N/N=C/c2cccc(C)n2)c1,-2,-11,3,-7,-2,0,5,2,-14,-19,-8
COc1ccc(C(=O)C[n+]2cc(-c3ccc(OC)cc3)n3c2CCCC3)cc1,-16&0,8&22,3&0,-2&-1,2&13,13&-8,-4&2,5&17,0&23,10&28,0&1
CCOc1ccc(N2C(=O)CC(N)C2=O)cc1 (stereo unspecified),-16,5,1,19,23,2,-17,7,-12,6,-6
COC(=O)C1=C(N)OC2=C(C(=O)CC(C)(C)C2)C1c1ccoc1 (stereo unspecified),1,3,8,-1,-8,-7,4,1,-23,17,-3
CC(C)(C)n1nc2c(c1NC(=O)c1ccc(Br)cc1)CS(=O)C2 (stereo unspecified),-8,-4,7,1,-12,-24,-8,-6,4,-20,-2
COc1ccc2ccccc2c1CNc1nnnn1C,-10,7,0,14,-1,-1,12,4,9,-5,-11
Cc1nn2c(NCc3ccccn3)cc(C(C)C)nc2c1-c1ccccc1,-5,7,7,-38,12,-11,-1,-8,-12,25,2
CCCCN1C(=O)C(CC(=O)NC2CC2)CC(C(=O)N(C(C)C)C(C)C)=C1C (stereo unspecified),-4,-8,9,-1,8,7,-1,4,-19,0,-11
CC(C)(C)c1cc[n+](-c2[nH]c(=O)sc2/C=N/NC([S-])=Nc2ccccc2)cc1,-6,-14,-6,-7,-5,20,-4,-6,-4,12,-13
Cc1ccc(/C=C/C(=O)NCCCN2CCN(CCCNC(=O)/C=C/c3ccc(C)cc3)CC2)cc1,0,14,1,-5,-5,18,-36,0,3,26,-8
Cc1cccc(NS(=O)(=O)c2ccc(C)c(C(=O)NCC(c3ccccc3)N(C)C)c2)c1 (stereo unspecified),-2,-14,11,-2,-2,-1,-9,3,-7,-11,-12
Cc1oc(=O)cc(OCc2ccccc2)c1C,-7,-19,-2,-1,-47,2,-2,-2,-8,-19,-12
O=C(Oc1ccccc1)c1cc2ccccc2o1,nt,4,-5,-2,11,34,-11,6,-12,9,-5
CSc1nc2ccc(NC(=O)C3CC(=O)N(Cc4ccco4)C3)cc2s1 (stereo unspecified),-10,25,-5,5,-8,1,-34,3,-2,2,-3
Cc1ccc(-n2[nH]c(C)c(C=Nc3ccc(C)cn3)c2=O)cc1,-13,-11,-2,2,-6,3,15,-9,-10,16,-3
NC(=O)COc1ccc(/C=N\NC(=O)c2ccc(-c3ccccc3)cc2)cc1,-15,-1,-1,-8,-18,5,-9,-4,13,13,-7
COc1cccc(CN(C)C(=O)c2cc(S(=O)(=O)N3CCN(c4ccccc4)CC3)ccc2Cl)c1,35,-1,3,2,29,39,1,1,-5,24,-5
CC1CN(C(=O)c2nn(C)cc2[N+](=O)[O-])CC(C)O1 (stereo unspecified),0,1,9,2,-4,-23,1,0,-15,17,-8
CC(C)NC(=O)N(C)C[C@H]1Oc2c(NS(=O)(=O)c3cn(C)cn3)cccc2C(=O)N([C@H](C)CO)C[C@@H]1C,-1,-7,-2,-4,1,10,-31,16,-1,17,-6
COc1ccc(OC)c(NC(=O)c2nc(-c3ccccc3)oc2C)c1,0,-6,-9,0,15,0,-3,6,-13,12,-2
CC1CCN(C(=O)Cn2c(SCC(=O)Nc3nccs3)nc3ccccc32)CC1,7,-4,5,5,26,26,2,5,11,12,-3
CCOc1ccc(/C(C)=N/NC(=O)C(OC)c2ccccc2)cc1 (stereo unspecified),-7,-12,3,0,-6,18,11,-3,-11,5,-11
CCc1cc[n+](-c2nc([O-])sc2C=O)cc1,12,0,4,0,-1,10,-20,-6,-2,6,-6
Cc1cc(C(=S)N2CCOCC2)c(C)n1-c1ccc(F)cc1,1,-6,-9,3,6,3,10,0,2,-7,0
Cc1ccc(C(=O)Nc2nc(=O)n(C)s2)cc1,-17,-115,2,10,-33,1,-87,2,-59,-97,-8
CC1CCCCN1C(=O)CCC(=O)Nc1nnc(C2CCCCC2)s1 (stereo unspecified),-11,-9,-4,?,5,3,12,-13,-10,1,13

# Remaining list, next part.
SMILES,TROY signal inh,LRH-1 inv ag,TLR9-MyD88 inh,Exocytosis inh,NR2F2 inh,TWEAK Fn14 block,NCOA2 inhibitor,ABHD5-PLIN5 inh,NCOA1 inh,NCOA3 inh,NOD2 RIPK2 PPI
CCCc1cc(=O)[nH]c(SCC(=O)N(C)CC(=O)Nc2ccc(C)cc2)n1,8,4,-13,0,10,2,26,11,-26,10,3
CCc1nnc(NS(=O)(=O)c2ccc(NC(=O)c3ccc(Cl)cc3)cc2)s1,-12,-31,-6,-3,13,9,14,2,1,19,-12
Cc1ccc(NC(=O)CN2C(=O)/C(=C3\SC(=S)N(C4CCS(=O)(=O)C4)C3=O)c3ccccc32)cc1 (stereo unspecified),12,10,1,1,-10,19,-4,-14,-2,3,-5
COc1ccccc1NS(=O)(=O)c1ccc2oc(SCc3ccc(F)cc3)nc2c1,24,10,-6,0,-18,28,16,-10,-5,15,0
Cn1c(CNC(=O)c2ccc3c(c2)OCO3)nnc1SCC(=O)Nc1ccc(F)cc1F,-8,-1,3,-2,8,-4,-14,-6,-32,-13,7
COC(=O)c1cc2c(-c3ccccc3)c(C)c3ccccn3c-2c1C(=O)OC,2,40,7,-2,22,22,0,3,-4,12,5
N#Cc1c(N)oc(-c2ccco2)c1-c1ccco1,0,-16,-1,0,10,23,-1,5,9,-5,7
Cc1c(C(=O)N/N=C/c2ccc(N(C)C)cc2)[nH]c2ccc(Cl)cc12,14,15,0,4,0,38,-12,-3,-10,16,-6
CCOc1ccc(NC(=S)Nc2cc(-c3ccccc3)[nH]n2)cc1,-8,-10,6,-2,0,-22,-16,-10,-8,1,6
CC(=O)N(C)c1ccc(NC(=O)Nc2ccc(Cl)cc2)cc1,-58,-35,nt,14,-54,-6,-62,6,-26,-22,-3
Cc1ccccc1NC(=O)NC1(C(=O)N2CCCC2)CCCCC1,6,-33,13,-2,18,-3,-5,-1,5,9,-6
Cc1cc(C)c(OCC(=O)OC(C)C(=O)N2CCc3ccccc32)c(C)c1 (stereo unspecified),-4,4,-5,4,19,-5,-3,7,-3,-25,2
O=C(Nc1ccc(OCCO)cc1)c1csc([C@H]2C[C@H](O)[C@@H](CO)O2)n1,-3,-19,nt,-2,-2,-7,-39,-6,-8,3,-11
O=C(c1cc([N+](=O)[O-])ccc1Cl)N1CCc2ccccc21,43,39,11,0,22,-3,-6,-4,-16,-21,4
O=c1[nH]c2ccsc2c(=O)n1CCO,-18,5,8,-3,4,-19,-4,-1,8,16,-14
O=C(CN1C(=O)C2C3C=CC(C3)C2C1=O)N1CC(=O)N(CCc2ccccc2)C(=O)C1 (stereo unspecified),7,-3,0,3,-13,-21,-11,1,-1,15,-4

# High-throughput results as filed in PubChem.

# This is a subset (hit frequency here may not be typical).
